High-throughput results deposited in PubChem by several laboratories.
RmlCD inh 1536: M. tuberculosis RmlC/RmlD inhibition. inhibition, % at 3.6 µM. RmlC+RmlD coupled enzyme assay, percent inhibition; primary screen in compound mixtures. 0.03% of 160,000 active. P9WH09+P9WH11. AID 1533; in the data active = inhibition mostly above about 34%, no sharp cut-off; note: some results filed as inactive read as strong as hits
Target sequence (P9WH09 whole entry, looked up): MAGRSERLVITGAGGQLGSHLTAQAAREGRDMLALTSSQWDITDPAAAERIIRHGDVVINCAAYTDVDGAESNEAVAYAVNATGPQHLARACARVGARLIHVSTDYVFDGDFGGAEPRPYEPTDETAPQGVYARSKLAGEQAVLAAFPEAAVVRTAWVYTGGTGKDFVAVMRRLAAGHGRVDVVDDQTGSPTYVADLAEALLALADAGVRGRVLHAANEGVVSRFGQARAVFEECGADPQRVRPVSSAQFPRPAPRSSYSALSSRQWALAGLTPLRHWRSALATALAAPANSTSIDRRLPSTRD
Target sequence (P9WH11 whole entry, looked up): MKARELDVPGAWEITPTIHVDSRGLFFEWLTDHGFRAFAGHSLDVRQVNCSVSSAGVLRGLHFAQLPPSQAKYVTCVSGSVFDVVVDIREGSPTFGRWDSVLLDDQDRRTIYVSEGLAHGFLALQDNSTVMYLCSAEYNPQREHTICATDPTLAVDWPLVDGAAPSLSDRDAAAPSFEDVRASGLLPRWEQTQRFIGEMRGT
M. tuberculosis GlmU: inhibition of mycobacterial GlmU enzyme – biochemical, glucosamine-1-phosphate acetyltransferase (AID 1376) | M. tuberculosis GlmU acetyltransferase enzyme assay; higher % means a stronger effect | one-dose inhibition, %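 (tested at 30 µM in the primary screen)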; IC50 in µM for titrated hits | 0.25% of 220,000 active; in the data active = inhibition above about 13%;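 note: 0% = complete reaction with vehicle and 100% = reaction without substrate; strong numbers were not always called active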
* marks the source's active call; other numbers are inactive results; nt = no result given; & = joins results of further samples. Some of the compounds tested; rates above refer to the full screens.

Fields – RmlCD inh 1536	M. tuberculosis GlmU
Fc1ccc(Nc2nc(-c3cccnc3)cs2)cc1
→ -4	10%
Cc1cc(NC(=O)CSCc2ccccc2)no1
→ 61	1.2%
COCCN(CC(=O)NC1CCCCC1)C(=O)CSc1nc2ccccc2o1
→ 7	-1.1%
CCS(=O)(=O)c1ccc(C(=O)Nc2cccc(Cl)c2)c(Cl)c1Cl
→ -1	0.6%
CCOc1ccc(C(O)Cn2c(=N)n(CCN3CCCCC3)c3ccccc32)cc1 (stereo unspecified)
→ nt	-7.8%
COc1ccc(/C=N/NC(=O)c2ccccc2O)cc1Cn1cc(Cl)cn1
→ 5	-2.9%
CCOC(=O)C(NC(=O)CC)(Nc1sc2c(c1C(=O)OC)CCN(C)C2)C(F)(F)F (stereo unspecified)
→ 9	-2.0%
CCc1ccc2[nH]c(=O)c(C3C(C#N)=C(N)Oc4c3ccc3cccnc43)cc2c1 (stereo unspecified)
→ nt	2.7%
Cc1cc(N2CCOCC2)ncc1[N+](=O)[O-]
→ nt	0.1%
CCOC(=O)N1CCN(c2c(NCC3CCN(Cc4cccc(C)c4)CC3)c(=O)c2=O)CC1
→ 6	7.5%
COC(=O)Cc1c(O)ccn(Cc2ccc(OC)c(OC)c2)c1=O
→ 5	-5.3%
Cc1cc(=O)[nH]c(SCC(=O)c2ccc3c(c2)NC(=O)CO3)n1
→ 8	-0.3%
CN(C)c1ccc(C(=O)c2ccccc2C(=O)O)cc1[N+](=O)[O-]
→ -11	3.8%
Cc1cc(SCC(=O)N2CCCC2)nc2ccccc12
→ 4	-1.3%
CCn1c(SCC(=O)Nc2cc(S(=O)(=O)N3CCOCC3)ccc2OC)nnc1-c1ccncc1
→ 38	1.3%
CC(=O)Nc1ccc(NC(=O)CSc2nnc3ccc(-c4ccc(F)cc4)nn23)cc1
→ -9	-2.7%
O=C(Nc1nnc(Cc2ccc([N+](=O)[O-])cc2)s1)Nc1ccccc1F
→ 0	3.3%
CCOc1ccc(-c2cc(NC(=O)Cn3ncc4c3-c3ccccc3OC4)on2)cc1OCC
→ 6	-0.5%
Cc1ccc2nc(Cc3ccc(N)cc3)oc2c1
→ -3	-0.7%
CN(C)c1nc2ccccc2c(N)c1-c1ccccc1
→ nt	6.6%
CN(C)c1ccc(/C=C2/NC(=O)NC2=O)cc1
→ -3	-5.5%
COC(=O)c1[nH]c2ccccc2c1NC(=O)CN1CCCCCC1
→ 17	1.8%
CN(C)CCN(Cc1ccc(Cl)cc1)c1ccccn1
→ nt	2.7%
Cc1ccc(Cn2c(S(=O)(=O)O)nc3ccccc32)cc1
→ nt	2.8%
O=C(N/N=C/c1cccnc1)c1ccco1
→ 6	1.8%
CCOC(=O)C1CCN(S(=O)(=O)c2c(C)n(C)c(=O)n(C)c2=O)CC1
→ 7	-1.2%
C/C(CCc1ccccc1)=N\NC(=O)c1ccc(CN2CCOCC2)cc1
→ 7	7.0%
CCOc1ccc2c(c1)c1nnc(SCC3CCCO3)nc1n2C (stereo unspecified)
→ 8	3.3%
COc1c(Cl)cc(-c2noc(C)c2C(=O)NCCc2ccc(C)cc2)cc1Cl
→ -6	2.6%
CSc1cccc(NC(C)C(=O)NCc2ccccc2)c1 (stereo unspecified)
→ 3	3.0%

Gathered by group, the entries above with a Cl atom
Fields – RmlCD inh 1536	M. tuberculosis GlmU
CCS(=O)(=O)c1ccc(C(=O)Nc2cccc(Cl)c2)c(Cl)c1Cl
→ -1	0.6%
COc1ccc(/C=N/NC(=O)c2ccccc2O)cc1Cn1cc(Cl)cn1
→ 5	-2.9%
CN(C)CCN(Cc1ccc(Cl)cc1)c1ccccn1
→ nt	2.7%
COc1c(Cl)cc(-c2noc(C)c2C(=O)NCCc2ccc(C)cc2)cc1Cl
→ -6	2.6%

Following part.
Fields – RmlCD inh 1536	M. tuberculosis GlmU
N#CC(c1ccc(Cl)cc1)c1cccc(Cl)n1 (stereo unspecified)
→ 11	-3.2%
Cc1ccc(S(=O)(=O)CC(=O)c2ccc(C)c([N+](=O)[O-])c2)cc1
→ 13	0.8%
COc1cc(C(=O)N2CCC(NC(=O)C(Cc3ccc(C(C)C)cc3)NC(C)=O)CC2)cc(OC)c1OC (stereo unspecified)
→ -8	-1.1%
COc1ccc(C2=NOC(C(=O)NCc3ccc(F)cc3)C2)cc1 (stereo unspecified)
→ -4	nt
CCOCCCNC(=S)N1CCCN(c2nc3cc(C)ccc3cc2C#N)CC1
→ 8	-4.3%
Cc1ccc(C(=O)CN2C(=O)c3ccccc3S2(=O)=O)cc1
→ -4	0.0%
CC(C)OP(=O)(Oc1ccc(C(O)C(Cl)(Cl)Cl)cc1)OC(C)C (stereo unspecified)
→ 2	0.1%
Cc1ccc2c(c1)nnn2C1CCN(S(=O)(=O)c2ccc(C(=O)N(C)C3CCCCC3)cc2)CC1
→ 3	-0.3%
Cn1c(=O)n(C)c2cc(NC(=O)c3ccccc3[N+](=O)[O-])c(Br)cc21
→ 12	-4.2%
COCC(C)NCc1cccc2ccccc12 (stereo unspecified)
→ 9	-5.1%
COc1ccccc1NC(=O)Nc1cccc(NC(C)=O)c1
→ 4	0.5%
O=C(O)C(c1ccccc1)N1C(=O)/C(=C/c2cccs2)SC1=S (stereo unspecified)
→ 10	2.6%
Cc1ccc(NC(=S)N2CCN(c3ncccn3)CC2)cc1C
→ -7	-1.5%
CCc1ccc[n+](-c2[nH]c(=O)sc2/C=N/N=C(\N)[O-])c1
→ -2	-5.6%
COc1ccc(C2C(C(=O)OCC3CCCO3)=C(C)NC3=C2C(=O)CC(c2ccco2)C3)cc1O (stereo unspecified)
→ nt	0.2%
CCOc1ccc(NC(=O)c2ccc(CC)s2)c([N+](=O)[O-])c1
→ 23	-1.9%
CCC(C(=O)c1ccccc1)P(=O)(NN)c1ccccc1 (stereo unspecified)
→ -1	0.2%
O=C(Oc1oc(-c2ccco2)nc1C=Nc1ccccc1)c1ccco1
→ 5	nt
CCCCOc1ccc(C2=NNC(=O)CC2)cc1
→ -12	0.5%
O=C(NCc1cccc(C(F)(F)F)c1)c1cc(-c2ccccc2)nn1CC1CC(c2cccnc2)=NO1 (stereo unspecified)
→ nt	-4.2%
O=C(NCC1CCCO1)C1CCCN(c2ncccn2)C1 (stereo unspecified)
→ nt	0.1%
Cc1[nH]nc(Nc2ccc(C(C)C)cc2)c1[N+](=O)[O-]
→ nt	-3.9%
CC1(C)CC(=O)C(C(=S)Nc2ccccc2)=C(NC2CC(C)(C)NC(C)(C)C2)C1
→ 1	-10%
COc1cc([N+](=O)[O-])ccc1NC(=O)CC1SC(=Nc2ccc(F)cc2)N(CCC2=CCCCC2)C1=O (stereo unspecified)
→ 1	-4.8%
CC(C)(C)c1ccc(/C=N/Nc2ccc(C(=O)O)cc2)cc1
→ 4	3.4%
CC(=O)C1=C(C)NC(SCC(=O)c2ccccc2)=C(C#N)C1c1ccco1 (stereo unspecified)
→ 7	-1.9%
O=P(CCl)(Nc1ccccc1)C(Cl)(Cl)Cl (stereo unspecified)
→ 4	2.2%
CN1CCN(Cc2cc(Cl)c3cccnc3c2OC(=O)c2cccs2)CC1
→ -7	-7.5%
O=C1CCC(=O)N1OCCOc1ccccc1
→ 4	0.8%
Cc1cnc(NC(=O)CSc2c(Cl)cccc2Cl)s1
→ 2	0.2%

Entries of single compounds as entered above.
Entry for `CCCCOc1ccc(C2=NNC(=O)CC2)cc1` → RmlCD inh 1536 = -12; M. tuberculosis GlmU = 0.5%
Entry for `O=C(O)C(c1ccccc1)N1C(=O)/C(=C/c2cccs2)SC1=S` (stereo unspecified) → RmlCD inh 1536 = 10; M. tuberculosis GlmU = 2.6%

Later entries
Fields – RmlCD inh 1536	M. tuberculosis GlmU
COc1cc(OC)cc(C(=O)Nc2ccccc2NC(C)=O)c1
→ 13	2.7%
COC(=O)c1sccc1NC(=S)N(C)C1CCCCC1
→ -7	-3.9%
COC(=O)c1ccc(COc2ccc(C3C4=C(CCCC4=O)Nc4onc(C)c43)cc2)cc1 (stereo unspecified)
→ nt	2.1%
CCCCNC(=S)N(C)/N=C/c1ccccc1C(=O)O
→ 7	7.7%
Cc1cc(N/N=C/c2ccccc2F)nc(NCc2ccccc2)n1
→ -7	1.9%
Cc1nc(-c2ccc(S(=O)(=O)Oc3ccccc3Cl)s2)cs1
→ -9	5.5%
Cc1nc2ccccc2nc1SCC(=O)N1CCC(C)CC1
→ 13	2.7%
CN1/C(=C\C=N\NC(=O)c2ccccc2Br)C(C)(C)c2ccccc21
→ nt	-9.6%
COC(=O)c1c(F)c(F)c(N2CCOCC2)c(F)c1F
→ 11	-1.2%
O=C(CCc1ccccc1)NNC(=O)Cc1ccccc1
→ -4	3.2%
CCS(=O)(=O)NCCCCc1ccccc1
→ nt	-4.5%
COc1cc(SC)ccc1C(=O)NCCOc1ccc(Cl)cc1
→ 10	-3.5%
CNc1nc(SC)nc(N2CCOCC2)n1
→ nt	3.1%
CC1(c2nnc(-c3cccc(Cl)c3)o2)CC(c2cccc(Cl)c2)=NO1 (stereo unspecified)
→ nt	-1.7%
O=C(Nc1ncnc2sc3c(c12)CCCCC3)c1ccco1
→ 3	2.6%
Cc1ccc(Nc2ccc(N)cc2S(=O)(=O)O)cc1
→ 7	nt
CN1CCN(C(=O)NCC23CC4CC(CC(C4)C2)C3)CC1
→ -10	-2.8%
CC(C)(C)C(=O)Nc1ccc(C(=O)NNC(=O)Cc2ccccc2)cc1
→ 17	1.4%
c1ccc(-n2nnnc2NCCCN2CCOCC2)cc1
→ 10	4.7%
CCN(CCn1cccn1)Cc1c(C(=O)N2C[C@@H](C)O[C@@H](C)C2)nc2ccc(Cl)cn12
→ -9	2.0%
CC1(C)C/C(=N\O)c2cc3c(nc2C1)CCCC3
→ nt	-4.5%
CC(C)CNC(=O)COC(=O)Cc1ccc(Cl)cc1
→ 29	0.9%
Cc1cc(C)c(NC(=O)CCCN2CCOCC2)c(C)c1
→ nt	1.1%
COc1ccc(NC2CC(=O)N(CCc3ccccc3)C2=O)cc1 (stereo unspecified)
→ 25	-2.1%
O=c1c2ccccc2nc(-c2ccoc2)n1-c1ccccc1Cl
→ nt	0.2%
Oc1ccc2c3c1O[C@H]1c4[nH]c5ccccc5c4C[C@@]4(O)C(C2)N(CC2CC2)CC[C@]314
→ -2	-5.3%
CCOC(=O)CSc1nnc(CNc2cccc(Cl)c2)n1C
→ nt	1.4%
O=C1/C(=C/c2ccccn2)SC(=S)N1CCc1ccccc1
→ 2	-6.6%
COC(=O)Cc1csc(Nc2ccc(F)c(Cl)c2)n1
→ 3	0.2%
O=C(Nc1nc2ccccc2n1Cc1ccccc1)c1ccc(COc2ccccc2[N+](=O)[O-])o1
→ nt	-1.7%
CCn1c(C(=O)N2CCC(C(=O)NCCCSC3CCCCC3)CC2)cc2sccc21
→ -9	2.0%&-2.3%
O=C(Cn1cc2c(n1)CCCC2)NC1CCCCCC1
→ 6	1.5%
Cc1ccccc1NC(=O)C(C)n1c2ccccc2c2nc(=O)cc(C)n21 (stereo unspecified)
→ 3	-3.3%
COc1cc(NC(=O)CN(C)S(=O)(=O)c2ccc(C)cc2)cc(OC)c1
→ -7	-6.3%
Cc1nc2cc(NCc3ccccc3O)ccc2n1Cc1ccccc1
→ -7	-0.7%
Cc1nn(-c2ccccc2)c(C)c1C1C(C#N)=C(N)Oc2n[nH]c(C)c21 (stereo unspecified)
→ nt	0.4%
CC(=O)c1ccc(NC(=O)CNCC(c2ccccc2)N(C)C)cc1 (stereo unspecified)
→ 2	-1.4%
Cc1cc(C)c(C2C(C#N)=C(N)Oc3n[nH]c(C)c32)cc1CN1CCCC1 (stereo unspecified)
→ 7	2.6%
O=C(COc1ccccc1[N+](=O)[O-])Nc1ccc(NC(=O)c2cc3ccccc3o2)cc1
→ -8	-1.2%
O=C(O)COc1cccc2ccccc12
→ nt	5.6%
Cc1cc(C(=O)Nn2c(C3CCCCC3)nc3ccccc3c2=O)ccc1[N+](=O)[O-]
→ 5	-4.8%
Cn1cccc1CNCCc1ccccc1F
→ nt	4.0%
O=C(O)COCC(=O)NCc1csc2ccc(Cl)cc12
→ 7	-1.4%
COc1ccc(NC(=O)c2cc(S(=O)(=O)N(C)C)ccc2N2CCCC2)cc1Cl
→ 0	-5.8%
c1ccc(-c2nnc(CSc3nnc(-c4cccs4)o3)o2)cc1
→ nt	3.9%
Cc1cccnc1NC(=O)COc1ccc2oc3c(c2c1)CCCC3
→ -4	3.0%
Cc1ccc(/C=N/NC(=O)CN2C(=O)CSc3ccccc32)o1
→ 1	0.7%
CCOc1ncccc1C(=O)OCC(=O)c1cc(OC)c(OC)c(OC)c1
→ nt	-0.5%
CCC(=O)OCCCCCCOc1ccc(C(=O)O)cc1
→ nt	-3.8%
COc1nc(OC)nc(N2CCC(NC(=O)C(Cc3ccc(C(C)C)cc3)NC(C)=O)CC2)n1 (stereo unspecified)
→ 40	1.5%
O=C(NCc1ccco1)c1nn2c(C(F)(F)F)cc(-c3cccs3)nc2c1Br
→ nt	3.3%
CCOC(=O)N1CCN(C(=O)C(C)N(c2ccc(Oc3ccccc3)cc2)S(C)(=O)=O)CC1 (stereo unspecified)
→ 11	4.9%&-0.8%
Cc1cccc(NC(=O)CSc2nncn2-c2ccccn2)c1
→ -11	-3.2%
